Source: PubChem
Giardia kill: Giardia lamblia killing | activity change, % at 7.66 µM, hits read low | Giardia lamblia trophozoite viability | 0.15% of 340,000 active; in the data active = activity change below about -80%; inconclusive = between about -30% and that limit;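 note: parasites exposed to compound for two days anaerobically before the ATP read; % is set by controls: 0 for no effect and ±100 for the full control effect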
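Viability, read as ATP luminescence: trophozoites at 100 cells/well, compound added, 48 hrs anaerobic at 37 deg C, then 15-30 min room-temperature development before reading.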
ELG1 genotoxic: induces genotoxicity in HEK293T cells with luciferase-tagged ELG1 | HEK293T ELG1-luciferase reporter, luminescence, 16 h | 1.3% of 330,000 active | Potency, µM (top dose mostly 46 µM), without a hit: at the highest dose activity change, positive = activation, most hits filed as activators | AID 504466; note: potency is the fitted concentration of half-maximal effect; % of control where 0% means no effect; nearly all actives have a fitted effect of over 60% in size
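Genotoxicity was scored as increased ELG1-luciferase reporter signal, measured by ONE-Glo luminescence (30 min, room temperature). Compound or vehicle exposure of the HEK293T reporter cells lasted 16 hr at 37°C.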
Rab9 prom act: Rab9 promoter activation; Huh7 Rab9 promoter-luciferase reporter, luminescence, 24 h; Potency, µM (top dose mostly 9.22 µM), for inactives: at the top dose activation, negative = inhibition, actives largely listed as activators; 2.8% of 320,000 active; note: potency is the fitted concentration of half-maximal effect; % of control where 0% means no effect; nearly all actives have a fitted effect of over 60% in size
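Using Huh7 cells stably transfected with Rab9 promoter–luciferase, compounds were incubated 24 h at 37 °C, 5% CO2; luciferase luminescence was read 10 min after reagent addition.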
Tb PFK block: blocks T. brucei phosphofructokinase; O15648; T. brucei PFK, ADP-Glo luminescence; Potency, µM (highest dose often 57.5 µM), inactives show at the top dose activity, negative = inhibition, most hits filed as inhibitors; 0.17% of 330,000 active;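 note: potency is the fitted concentration of half-maximal effect; 0% = uninhibited 1x PFK enzyme wells and -100% = no-enzyme wells; nearly all actives have a fitted effect of over 60% in size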
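ADP-Glo luminescence quantified ADP after 45 min at room temperature, with 1.25 nM T. brucei PFK, 0.1 mM ATP and 0.5 mM fructose-6-phosphate in pH 8.0 TEA buffer. qHTS titrations up to 57 µM; curves classified by quality.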
RORgamma inh: inhibitors of mouse ROR gamma transcriptional activity; Potency, µM (titrated, usually from 53.6 µM), for inactives: top-dose activity change, negative = inhibition, actives largely listed as inhibitors; 5.4% of 310,000 active; Drosophila S2 Gal4-RORgamma UAS-luciferase reporter, 20 h; P51450; AID 2551; note: potency is the fitted concentration of half-maximal effect; % is set by controls: 0 for no effect and ±100 for the full control effect; nearly all actives have a fitted effect of over 60% in size
Target sequence (P51450 whole entry, looked up, the tested form may be a part): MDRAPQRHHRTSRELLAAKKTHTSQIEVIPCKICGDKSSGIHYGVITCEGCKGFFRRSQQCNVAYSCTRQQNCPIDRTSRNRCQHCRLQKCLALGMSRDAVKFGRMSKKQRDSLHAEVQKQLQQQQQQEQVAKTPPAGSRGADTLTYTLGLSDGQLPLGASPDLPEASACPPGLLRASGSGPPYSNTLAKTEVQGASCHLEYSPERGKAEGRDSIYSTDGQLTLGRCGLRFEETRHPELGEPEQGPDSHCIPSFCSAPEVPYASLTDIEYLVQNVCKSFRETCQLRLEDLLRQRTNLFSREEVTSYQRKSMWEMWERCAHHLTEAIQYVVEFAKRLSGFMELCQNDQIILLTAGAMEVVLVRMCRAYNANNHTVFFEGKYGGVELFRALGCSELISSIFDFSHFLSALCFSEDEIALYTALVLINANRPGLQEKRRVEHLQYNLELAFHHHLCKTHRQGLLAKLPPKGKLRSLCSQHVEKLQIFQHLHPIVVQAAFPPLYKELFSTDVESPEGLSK
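Stable Schneider cell line, Gal4 DNA-binding domain fused to ROR gamma, UAS-luciferase. Cmpd 1 hr RT → CuSO4 700 uM final → 20 hr RT → luciferase reagent 10 min → luminescence.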
uPA generation: blocks generation of uPA at the cell surface. cell surface uPA generation assay, qHTS. Potency, µM (doses to about 38.3 µM), for the others: top-dose activity change, negative = inhibition, most hits filed as inhibitors. 0.31% of 330,000 active; active = well fitted inhibition curve with a large enough effect; inconclusive = small, poorly fitted or top-dose-only effect; inactive = no such curve, though single readings can be large or run the other way; tested in mouse RAW 264.7 cells; note: potency is the fitted concentration of half-maximal effect; % is set by controls: 0 for no effect and ±100 for the full control effect; nearly all actives have a fitted effect of over 55% in size
FLuc modulator: firefly luciferase modulation, counter-screen for miR-21 project. Potency, µM (series often up to 57.5 µM), for the others: at the highest dose activity change, negative = inhibition, actives largely listed as inhibitors. 6.9% of 360,000 active. P08659. purified FLuc, Km substrates, luminescence inhibition;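 note: potency is the fitted concentration of half-maximal effect; plate controls were vehicle for no effect and reference inhibitor for full effect; nearly all actives have a fitted effect of over 55% in size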
Target sequence (P08659 whole entry, looked up): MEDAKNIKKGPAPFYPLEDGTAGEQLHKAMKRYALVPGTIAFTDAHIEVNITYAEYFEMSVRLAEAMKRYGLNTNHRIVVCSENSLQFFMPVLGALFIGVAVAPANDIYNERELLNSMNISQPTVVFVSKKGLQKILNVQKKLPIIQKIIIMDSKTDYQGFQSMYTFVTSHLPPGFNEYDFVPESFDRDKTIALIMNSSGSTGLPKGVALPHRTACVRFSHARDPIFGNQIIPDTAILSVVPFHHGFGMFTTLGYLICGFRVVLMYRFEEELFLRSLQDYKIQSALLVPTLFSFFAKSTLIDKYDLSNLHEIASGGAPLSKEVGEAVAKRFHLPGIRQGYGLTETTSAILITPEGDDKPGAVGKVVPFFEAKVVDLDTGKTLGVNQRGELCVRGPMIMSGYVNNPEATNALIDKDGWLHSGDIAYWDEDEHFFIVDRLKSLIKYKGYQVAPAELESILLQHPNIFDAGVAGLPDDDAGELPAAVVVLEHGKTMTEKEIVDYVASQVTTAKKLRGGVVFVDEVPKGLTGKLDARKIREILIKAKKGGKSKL
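Purified P. pyralis luciferase, 10 nM final, with Km-level 10 uM D-luciferin and 10 uM ATP in 50 mM Tris acetate pH 7.5, 10 mM Mg acetate, 0.01% Tween-20, 0.05% BSA; 6-point qHTS titration about 60 µM downward; luminescence read.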
NPC1 promoter act: activators of NPC1 promoter; Huh7 NPC1 promoter luciferase reporter, 24 h; Potency, µM (top dose mostly 9.22 µM), inactives show at the highest dose activation, actives largely listed as activators; 2.4% of 320,000 active;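 note: potency is the fitted concentration of half-maximal effect; % of control where 0% means no effect; nearly all actives have a fitted effect of over 60% in size; reporter is driven by a mutant NPC1 promoter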
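Cells: Huh7 expressing luciferase under the NPC1 promoter, 1500/well. Seeded 2 h, compound added, incubated 24 h at 37 °C. Luciferase reagent, 10 min ambient, then luminescence.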
VP16 counter: inhibits Gal4-VP16 luciferase reporter, ROR gamma counter-screen. Drosophila S2 Gal4-VP16 UAS-luciferase, luminescence, 20 h. 3.5% of 310,000 active. Potency, µM (series often up to 53.6 µM), inactives show top-dose activity, negative = inhibition, most hits filed as inhibitors;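 note: Gal4-VP16 expression switched on by copper sulfate through the metallothionein promoter; potency is the fitted concentration of half-maximal effect; % is set by controls: 0 for no effect and ±100 for the full control effect; nearly all actives have a fitted effect of over 50% in size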
Coupling enz: inhibits coupling enzyme system, counter-screen for aldolase hits; 0.67% of 290,000 active; activity change, negative = inhibition, % at 58.2 µM, hits read low; coupling enzyme system counterscreen, AmpLite Red fluorescence; in the data active = activity change below about -30%; note: % is set by controls: 0 for no effect and ±100 for the full control effect
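Counterscreen of the coupled detection system alone, without aldolase: glyceraldehyde-3-phosphate coupling enzymes plus AmpLite Red readout. Compounds at 57.5 uM final, 10 min RT preincubation, 20 min RT reaction, fluorescence 525/598 nm.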
KCNH2 3.1 block: blocks the human KCNH2 3.1 channel isoform; U2OS KCNH2 3.1, thallium flux FluxOr; active compounds read low; activity change, % (tested at about 1.8 µM); 0.95% of 340,000 active; AID 720553;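 active = maximum activity change below -70%; inconclusive = maximum activity change from -70% to -50%; inactive = maximum activity change above -50%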;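 note: thallium influx rate constant from kinetic fluorescence after stimulation buffer; % is set by controls: 0 for no effect and ±100 for the full control effect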
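Virally transduced U2OS (3.1 isoform, 4 h infection in dark at RT) → overnight 37 C → FluxOr + Red40 in HBSS/HEPES, 45 min → stimulation buffer, 2 min kinetic read → rate constant vs DMSO controls.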
Numbers without * were called inactive; u = inconclusive; x = no result given; & = joins results of further samples; [ ] = remark or other dose. Unless noted, calls come from the whole dose curve; as a rule, active = well fitted curve in the direction sought with a large enough effect; inconclusive = small, poorly fitted or top-dose-only effect, or another doubt; inactive = no such curve, though single readings can be large; an effect the other way counts as inactive or inconclusive.

SMILES	Giardia kill	ELG1 genotoxic	Rab9 prom act	Tb PFK block	RORgamma inh	uPA generation	FLuc modulator	NPC1 promoter act	VP16 counter	Coupling enz	KCNH2 3.1 block
CCOc1ccc2[nH]cc(-c3csc(N)n3)c2c1	15.7	-0.2%	-1.3%	7.0%	0.0%	4.0%	-1.4%	2.1%	0.9%	-7.0	13.5
O=C(O)c1ccc(-n2c(O)c(C=C3N=c4ccccc4=N3)sc2=S)cc1	-1.1	-3.1%	-2.1%	0.9%	-20.3%	-15.4%	13.5µM*	0.9%	-1.6%	-1.6	16.8
COc1cc2cc(C(c3nnnn3C3CCCC3)N3CCCCCC3)c(=O)[nH]c2cc1OC (stereo not given)	-4.7	-2.8%	-8.2%	-0.6%	-26.1%	x	-1.0%	-4.9%	-2.4%[0.365 µM]	-0.1	1.6
Cc1cccc(CS(=O)(=O)Cc2ccc(C(=O)NCc3ccccc3)o2)c1	3.6	-5.7%	1.7%	-2.2%	10.8%	u	3.9%&-5.3%	-3.4%	-4.5%	x	7.4
CS(=O)(=O)c1nc(S(=O)(=O)c2ccc(Cl)cc2)c(N2CCC(C(N)=O)CC2)s1	-2.2	-8.0%	0.0%	-0.3%	-32.8%	-16.4%	2.4%	0.9%	-0.9%	x	-7.3
CCOC(=O)c1ccccc1NC(=S)N1CCCCC1	1.4	-0.3%	-5.4%	-5.7%	u	-4.7%	-0.7%	-4.3%	-1.1%	5.3	-0.3
Cc1cc(-c2nc(C)c(C(=O)NNS(=O)(=O)c3ccc(Cl)cc3Cl)s2)no1	-16.6	2.0%	1.5%	2.4%	0.2%	2.6%	-13.3%	-3.0%	6.6%	5.4	7.8
Cc1cccc(C)c1OCCOC(=O)c1cccc(S(=O)(=O)N2CCOCC2)c1	-3.2	-2.7%	-2.6%	-5.3%	x	5.8%	-3.1%	-5.8%	x	x	2.8
O=C(O)CC(C(=O)OC1CCCCC1)N1CCOCC1 (stereo not given)	26.2	-0.1%	-8.3%	-1.4%	-0.5%	-5.6%	-0.4%	-0.8%	3.1%	-3.1	1.1
O=c1c2ccccc2nc2n1C(CSCc1cccc(C(F)(F)F)c1)CS2 (stereo not given)	-17.4	-10.9%	-29.9%	-0.8%	u	-4.2%	-1.9%	-15.6%	7.94µM*	0.2	-2.8
O=c1oc2ccccc2n1Cc1cccc(Cl)c1	-14.7	3.6%	0.1%	-8.2%	23.3%	-21.9%	3.7%	-1.3%	2.5%	1.2	5.7
CCc1ccc(C(=O)COC(=O)c2cccnc2Cl)cc1	11.5	-2.3%	6.8%	0.4%	32.0%	-2.4%	0.426µM*	1.3%	-3.8%	0.4	9.8
C/C(CC(=O)Nc1cccc(Cl)c1C)=N\NC(=O)Cc1csc(N)n1	-7.8	0.2%	-2.6%	8.2%	4.0%	-11.8%	-2.0%	0.7%	-4.4%	-1.4	0.5
COc1ccc(CCNC(=O)/C(C#N)=C2\N=C(NC(=O)c3cccs3)c3ccccc32)cc1	8.8	u	-2.7%	-0.2%	u	3.4%	-0.9%	1.6%	u	0.2	-6.9
COc1ccc(-c2cn(-c3ccc(C)cc3C)c(=S)[nH]2)cc1OC	-7.1	-1.8%	-0.2%	-4.1%	u	-5.2%	-3.7%	1.8%	u	-10.7	2.0
Cc1cc(C)c(C(=O)N2CCCC(CNS(=O)(=O)N(C)C)C2)o1 (stereo not given)	21.4	0.8%	-5.3%	-2.0%	14.2%	0.7%	-10.1%	2.3%	-7.5%	5.3	11.9
Cc1cccc(NC(=O)CNC(=O)CSc2nnc(C(F)(F)F)n2C)c1C	38.2[activator]	2.1%	-5.2%	-6.4%	x	-11.8%	1.7%	0.2%	x	x	-185.6*
COC1CCCN(C(=O)c2cccc(OC3CCN(S(C)(=O)=O)CC3)c2)C1 (stereo not given)	-22.1	1.8%	-4.0%	3.1%	-1.0%	2.0%	-1.9%	1.1%	12.3%	1.6	-1.4
Cc1nnsc1C(=O)NNc1ccc(C(C)(C)C)cc1	-16.3	-4.9%	1.8%	-0.7%	4.3%	-6.5%	-2.5%	0.6%	-2.8%	-0.1	8.2
CCOCCCNC(=O)C1CCN(c2cc(C)nc3c(-c4ccc(OC)c(OC)c4)c(C)nn23)CC1	-8.8	-1.9%	7.5%	18.5%	-36.7%	2.3%	-0.1%	-3.1%	-6.7%	0.1	2.7
O=C(CCNc1n[nH]c(=O)[nH]c1=O)N/N=C/c1ccc(C(F)(F)F)cc1	13.0	5.6%	-7.3%	-19.9%	1.9%	-1.3%	-2.7%	-3.2%	-0.9%	-2.6	-46.3
Cc1cccc(NC(=O)CCN2CCC(C)CC2)c1	23.2	0.3%	-1.5%	1.8%	17.5%[1.91 µM]	1.4%	1.2%	4.2%	1.8%	-3.4	0.4
COc1cc(C(=S)N2CCOCC2)ccc1OC(=O)c1ccccc1[N+](=O)[O-]	-14.2	-0.2%	-3.4%	0.4%	34.6%	-7.6%	-11.1%	0.8%	2.3%	-4.8	1.7
Cc1cc(C(=O)CSc2n[nH]c(N)n2)c(C)n1-c1ccccc1	32.9[activator]	4.47µM*	u	-3.9%	u	x	6.01µM*	2.51µM*	-6.5%	4.7	-20.8
CCC(C)[C@H](NC(=O)Nc1cccc(Br)c1)C(=O)OC (stereo not given in full)	-1.5	0.0%	1.9%	0.8%	11.1%	7.6%	-0.3%	-3.6%	-2.3%	-0.1	10.8
CN(C)CCCN(C(=O)c1ccc(S(=O)(=O)N2CCOCC2)cc1)c1nc2ccc(F)cc2s1	19.6	6.7%	-3.6%	-11.0%	2.6%	-1.2%	3.2%	4.4%	-5.3%	x	0.5
Cc1ccc(C(=O)Nc2ccccc2C(=O)Nc2ccccn2)cc1Cl	-22.4	3.0%	16.9%	-8.6%	u	3.1%	5.36µM*	2.3%	15.8µM*	-2.1	-9.1
O=C(Nc1cc(S(=O)(=O)N2CCOCC2)ccc1N1CCCCC1)c1ccccc1Br	7.7	-10.4%	x	0.0%	x	4.9%	x	x	x	x	1.9
Cc1ccc(NC(=O)c2cc3ccccc3oc2=N)cc1	-2.6	u	0.708µM*	1.4%	u	-14.0%	0.19µM*	0.447µM*	-29.3%	1.8	-3.9
COc1cc(C2C(C(=O)c3ccc(C)o3)=C(O)C(=O)N2CCCn2ccnc2)cc(OC)c1OC (stereo not given)	-12.0	5.0%	-2.6%	1.6%	-32.1%	3.9%	1.4%	2.7%	-0.6%	-0.9	10.5
COCc1cc(=O)[nH]c(-c2csc(C)n2)n1	-0.3	-0.7%	2.4%	-6.2%	-14.5%	2.0%	-0.1%	1.5%	0.2%	-0.7	0.7
COc1cccc(OC)c1C(=O)NNS(=O)(=O)c1ccc2ccccc2c1	0.7	1.8%	-0.9%	-9.4%	-15.1%	-1.2%	-1.0%	-2.8%	-6.0%	x	4.0
O=C1C(Nc2ccccc2)=C(NS(=O)(=O)c2ccccc2)C(=O)c2ccccc21	-12.0	-7.6%	-3.9%	2.5%	-36.1%	-26.1%	-14.7%	1.8%	-23.0%	-27.9	4.7
O=C(c1ccccc1Br)N1CCc2c([nH]c3ccccc23)C1	-27.4	-3.9%	-4.1%[1.84 µM]	-2.5%	-8.2%	-3.6%	3.0%	-4.8%	-0.7%	-2.6	10.4
O=C(O)c1cc(=O)[nH]c2ccc(S(=O)(=O)Nc3ccc(F)cc3)cc12	15.9	-3.8%	0.0%	-14.3%	27.6%	-6.6%	-0.9%	-1.1%	-9.2%	-2.8	3.4
CSCCC(NC(=O)c1ccccc1)C(=O)NCc1ccc(S(N)(=O)=O)cc1 (stereo not given)	8.9	4.7%	0.3%	-6.3%	6.5%	1.6%	3.1%	-1.6%	7.2%	1.2	8.4
Cc1cc(C)n(-c2ccc(C(=O)OCC(=O)Nc3ccc(S(=O)(=O)N4CCOCC4)cc3)cc2)n1	-5.3	0.2%	-3.1%	-4.0%	18.9%	2.1%	-2.1%	-1.5%	-5.8%	-0.6	-6.8
CCOc1ccccc1Nc1ccc(C(=O)O)cc1N	19.1	3.4%	10.3%	-10.3%	14.3%	1.0%	-17.1%	1.7%	2.3%	4.0	12.2
Cc1nn(C)cc1CNC(=O)Nc1cccc(Cl)c1	2.9	27.8%	3.55µM*	-11.1%	-28.5%	-4.2%	u	u	-20.2%	-1.1	16.3
Cc1nn(C)cc1NC(=O)CC12CC3CC(CC(C3)C1)C2	-13.1	1.7%	-1.1%	3.6%	20.1%	10.1%	-1.4%	-1.1%	-7.9%	-12.8	-0.4
